PP1 counter: PP1-alpha (human) inhibition in PP5 counter-screen; P62136; 320,000 compounds, 0.9% hits; inhibition, % at 6.7 µM; AID 2235; purified PP1alpha, OMFP fluorescence;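 active = inhibition above the mean inhibition of all tested compounds plus 3 SD, computed separately for each screening campaign, cut at about 15% in these data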
AHR activator: human AHR activation; P35869; AHR-responsive luciferase reporter cells, luminescence; activation, % at 5 µM; 320,000 compounds, 2.5% hits; in the data active = activation above about 47%;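 note: 0% = vehicle wells and 100% = reference agonist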
PP5 inh: PP5 (human) phosphatase inhibition; P53041; purified PP5c, OMFP substrate fluorescence; inhibition, % at 6.7 µM; 320,000 compounds, 0.18% hits;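 active = inhibition above the campaign's mean inhibition across all tested compounds plus 3 SD, cut at about 9.5% in these data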;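 note: 0% = DMSO only and 100% = 100 µM cantharidin control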
Target sequence (P53041 whole entry, looked up): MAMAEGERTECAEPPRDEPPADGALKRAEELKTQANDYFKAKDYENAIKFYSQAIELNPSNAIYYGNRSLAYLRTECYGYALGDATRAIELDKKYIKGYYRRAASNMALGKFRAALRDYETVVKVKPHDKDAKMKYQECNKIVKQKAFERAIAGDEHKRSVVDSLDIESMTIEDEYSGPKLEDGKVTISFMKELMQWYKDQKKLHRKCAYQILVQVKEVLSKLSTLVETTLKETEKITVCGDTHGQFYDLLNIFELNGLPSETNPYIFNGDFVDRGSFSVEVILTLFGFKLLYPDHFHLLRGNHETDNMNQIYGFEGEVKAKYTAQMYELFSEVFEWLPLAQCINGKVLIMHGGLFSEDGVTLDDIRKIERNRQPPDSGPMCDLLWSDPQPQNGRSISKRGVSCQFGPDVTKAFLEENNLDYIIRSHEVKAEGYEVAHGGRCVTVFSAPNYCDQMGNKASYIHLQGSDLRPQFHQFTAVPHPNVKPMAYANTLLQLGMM
proCasp7 act: activates human procaspase-7, counter-screen for procaspase-3 activators; recombinant procaspase-7, Ac-DEVD-pNA absorbance 405 nm; D23A/D198A/D206A triple mutant, cannot self-cleave; scale: DMSO 0, 5 µM enzyme 100; activation, % at 8.5 µM; 330,000 compounds, 0.093% hits; AID 463210;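 active = percent activation above the screen-wide mean plus 3 SD, cut at about 25% in these data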
Target sequence (P55210 whole entry D23A/D198A/D206A): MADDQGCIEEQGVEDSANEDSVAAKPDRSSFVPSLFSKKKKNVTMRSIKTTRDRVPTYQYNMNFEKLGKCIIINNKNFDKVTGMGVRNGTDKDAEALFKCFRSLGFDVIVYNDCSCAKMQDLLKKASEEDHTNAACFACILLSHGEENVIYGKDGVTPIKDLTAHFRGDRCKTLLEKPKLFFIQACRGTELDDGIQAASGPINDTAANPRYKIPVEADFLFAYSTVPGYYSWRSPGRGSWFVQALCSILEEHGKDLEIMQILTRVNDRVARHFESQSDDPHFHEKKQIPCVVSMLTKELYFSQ
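Test system: Procaspase-7 triple mutant (PC-7 D3A). Also added: Ac-DEVD-pNA substrate, 400 µM as added. Schedule: 1 h enzyme–compound preincubation and 2 h substrate reaction, both 25 °C. Signal: p-Nitroaniline absorbance at 405 nm, read at 0 and 120 min. Control set: low DMSO alone, high DMSO plus 5 µM PC-7.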
PAFAH2 inh: inhibitors of human PAFAH2. Q99487. recombinant PAFAH2, FP-rhodamine activity probe, fluorescence polarization. inhibition, % at 3.39 µM. 340,000 compounds, 0.99% hits. AID 492956;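 active = inhibition above the mean over all tested compounds plus 3 SD, cut at about 30% in these data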;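 note: inhibitors block probe labeling of enzyme so polarization drops; 0% = enzyme with DMSO and 100% = wells lacking PAFAH2 protein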
procasp3 activ: activates human procaspase-3; P42574; recombinant procaspase-3 D3A, Ac-DEVD-pNA absorbance 405 nm; activation, % at 8.5 µM; 330,000 compounds, 0.11% hits;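 active = activation above the mean of all tested compounds plus 3 SD, cut at about 21% in these data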;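 note: 0% = DMSO alone and 100% = DMSO wells spiked with extra 5 µM PC-3 D3A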
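Assay system: Autoprocessing-dead procaspase-3 D3A mutant enzyme; also added: Ac-DEVD-pNA; doses: one concentration, 8.5 µM nominal, 0.8% DMSO; times: 1 h compound preincubation, 2 h substrate hydrolysis at 25 °C; technique: 405 nm absorbance of p-nitroaniline, reads at 0 and 120 min; measure: % activation between DMSO and enzyme-spiked controls; repeats: single replicate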
core dimer inh: blocks dimerization of HCV core protein; TR-FRET GST/Flag-core106 dimerization, 1536-well; inhibition, % at 5 µM; 300,000 compounds, 0.33% hits;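 active = inhibition above the mean of all tested compounds plus 3 SD, set per screening campaign, cut at about 45% in these data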
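Material: GST/Flag-tagged HCV core106 proteins. Incubation: 4 h, 22.5 °C incubation. Read-out basis: inhibition (%) from 671 over 617 nm ratio. Measured by: TR-FRET, excitation 340 nm, emission 617 and 671 nm.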
TPT1 inh: blocks Candida albicans tRNA 2'-phosphotransferase; recombinant caTPT1, FP RNA substrate dephosphorylation; inhibition, % at 5 µM; 300,000 compounds, 0.81% hits; AID 1962;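 active = inhibition above the mean of all tested compounds plus 3 SD, set per screening campaign, cut at about 24% in these data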;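 note: plate controls were DMSO alone for no effect and ferristatin control at 100 nM for full effect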
CTSL1 counter: cathepsin L1 inhibition, PFM18AAP counter-screen; recombinant F. hepatica cathepsin L1, Z-Leu-Arg-MCA fluorescence; inhibition, % at 5.96 µM; 300,000 compounds, 0.49% hits; AID 1906;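 active = inhibition above the mean of all tested compounds plus 3 SD, set per screening campaign, cut at about 17% in these data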;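 note: 0% = plate median of test compound wells and 100% = 1 µM Z-Phe-Ala-diazomethylketone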
* marks the source's active call; other numbers are inactive results; · = not tested or not shown.

1	Cc1ccc(S(=O)(=O)N2CCN(C(=O)C3CCN(C(=O)c4ccc(F)cc4)CC3)CC2)c(C)c1
2	COc1cccc(CN(CC2CCCO2)S(=O)(=O)c2ccc(S(=O)(=O)NCC3CCCO3)cc2)c1OC (stereo not given)
3	OCC[C@H]1C[C@@H](O)[C@H](O)[C@]2(OCc3ccccc32)O1
4	Cc1cccc(NC(=O)/C(=C\c2ccco2)NC(=O)c2cccs2)c1
5	CS(=O)(=O)N1CCN(C(=O)c2cc(-c3cccnc3)nc3ccc(Cl)cc23)CC1
6	C=CCN(c1ccc(C(=O)Nc2ccc3c(c2)OCO3)cc1)S(C)(=O)=O
7	COc1ccc(/C=C(/NC(=O)c2ccccc2)c2nc3ccc(Cl)cc3[nH]2)cc1OC
8	COC(C/C=C\[C@H](O)COCc1ccccc1)OC
compound no.,1,2,3,4,5,6,7,8
PP1 counter,-4,0,-5,-2,2,1,-7,-5
AHR activator,-3,0,2,16,7,5,47,0
PP5 inh,-3.0,4.1,1.5,-0.6,0.7,3.6,-4.0,1.0
proCasp7 act,2,14,-2,-1,-3,-5,-5,-4
PAFAH2 inh,5,-1,-4,-6,3,2,14,4
procasp3 activ,-4,4,-2,-5,4,-4,4,5
core dimer inh,-2,3,8,19,-2,10,2,5
TPT1 inh,-1,1,-2,12,-6,4,-1,-1
CTSL1 counter,2,-2,-2,6,-1,-1,8,1

9	O=C(CCc1ccccc1)N/N=C\C1CC=CCC1 (stereo not given)
10	Cc1ccc2c(C)c(C(=O)N3CCN(c4cnccn4)CC3)oc2c1C
11	Cc1ccc2nc(C3CCCN(C(=S)Nc4ccccc4C)C3)[nH]c2c1 (stereo not given)
12	COc1ccccc1CNc1ncccc1[N+](=O)[O-]
13	COc1ccc(NC(=O)Cc2ccc(C)c(C)c2)cc1S(=O)(=O)N1CCCCC1
14	CC(C)c1nnc2c(N(C)S(=O)(=O)c3ccccc3)nc3ccccc3n12
15	O=C(Cc1cccs1)N(Cc1cccs1)C1(C(=O)NC2CCCC2)CCCCC1
16	O=C(NCc1cccnc1)C1CCCN(S(=O)(=O)c2cccc3nsnc23)C1 (stereo not given)
compound no.,9,10,11,12,13,14,15,16
PP1 counter,0,2,-1,-1,·,-4,-2,-5
AHR activator,3,92*,5,8,14,6,2,7
PP5 inh,3.1,1.5,5.5,2.2,·,1.2,-0.9,-4.6
proCasp7 act,4,-5,3,-8,-4,-14,2,-3
PAFAH2 inh,-1,-6,-1,0,1,2,-3,-3
procasp3 activ,1,-9,-4,-14,11,-6,8,-8
core dimer inh,17,9,4,-2,·,9,14,-5
TPT1 inh,-2,-1,3,1,·,-3,-2,3
CTSL1 counter,-5,4,1,0,·,2,-2,7

17	O=C(O)CCc1ccc(-c2ccc(Cl)cc2)n1CCC(=O)O
18	CCOC(=O)CSc1nc(-c2ccccc2)nc2c1oc1ccccc12
19	COc1ccc(-c2cc(=O)[nH][nH]2)cc1
20	CC(C)c1onc(C(=O)NC(C)c2ccccc2)c1[N+](=O)[O-] (stereo not given)
21	Cc1occc1C(=O)Nc1cc(C(F)(F)F)ccc1Cl
22	O=[N+]([O-])c1ccccc1N/N=C1\CC2CC=CC12 (stereo not given)
23	O=C1N/C(=N/N=C/c2ccccc2)SC1(c1ccccc1)c1ccccc1
24	CCOCc1nnc(NC(=O)CSCc2ccccc2)s1
compound no.,17,18,19,20,21,22,23,24
PP1 counter,-1,-4,-1,-2,3,6,-5,0
AHR activator,2,48*,1,-1,6,8,0,0
PP5 inh,3.4,0.5,-1.4,4.0,1.6,3.3,-0.8,0.0
proCasp7 act,6,5,-4,5,2,15,5,7
PAFAH2 inh,11,-9,2,6,-6,-3,2,7
procasp3 activ,6,-4,-4,3,4,9,4,4
core dimer inh,3,0,-3,-8,1,10,7,1
TPT1 inh,7,1,-1,3,4,-1,-1,-1
CTSL1 counter,-2,1,0,-7,-1,-1,5,1

Given with bars between the fields: entries from further up.
no. | smiles | PP1 counter | AHR activator | PP5 inh | proCasp7 act | PAFAH2 inh | procasp3 activ | core dimer inh | TPT1 inh | CTSL1 counter
15 | O=C(Cc1cccs1)N(Cc1cccs1)C1(C(=O)NC2CCCC2)CCCCC1 | -2 | 2 | -0.9 | 2 | -3 | 8 | 14 | -2 | -2
16 | O=C(NCc1cccnc1)C1CCCN(S(=O)(=O)c2cccc3nsnc23)C1 (stereo not given) | -5 | 7 | -4.6 | -3 | -3 | -8 | -5 | 3 | 7
17 | O=C(O)CCc1ccc(-c2ccc(Cl)cc2)n1CCC(=O)O | -1 | 2 | 3.4 | 6 | 11 | 6 | 3 | 7 | -2
18 | CCOC(=O)CSc1nc(-c2ccccc2)nc2c1oc1ccccc12 | -4 | 48* | 0.5 | 5 | -9 | -4 | 0 | 1 | 1
19 | COc1ccc(-c2cc(=O)[nH][nH]2)cc1 | -1 | 1 | -1.4 | -4 | 2 | -4 | -3 | -1 | 0
20 | CC(C)c1onc(C(=O)NC(C)c2ccccc2)c1[N+](=O)[O-] (stereo not given) | -2 | -1 | 4.0 | 5 | 6 | 3 | -8 | 3 | -7
21 | Cc1occc1C(=O)Nc1cc(C(F)(F)F)ccc1Cl | 3 | 6 | 1.6 | 2 | -6 | 4 | 1 | 4 | -1

Later entries:
25	OCC[C@H]1C[C@@H](O)[C@H](O)[C@@]2(CCCc3ccccc3O2)O1
26	C[C@H](CO)N1C[C@H](C)[C@@H](CN(C)C(=O)Nc2ccccc2)Oc2ccc(NC(=O)Nc3ccc4c(c3)OCO4)cc2C1=O
27	COc1cccc(C(=O)Cn2c(=O)n(CC3CCCO3)c(=O)c3ccccc32)c1 (stereo not given)
28	CCC(O)(c1ccccc1)C(CN1CCOCC1)c1ccccc1 (stereo not given)
29	C/C(=N/Nc1ncc(Br)cn1)c1ccc([N+](=O)[O-])cc1
30	Cc1cccc(NC(=O)CSc2nnc(NC(=O)CN3CCCCC3)s2)c1
31	CCn1c(SCc2nc3ccccc3c(=O)[nH]2)nnc1C(C)NC(=O)c1ccccc1 (stereo not given)
32	O=C(NCc1ccccc1)c1ccc(S(=O)(=O)N2CCCC2)cc1
compound no.,25,26,27,28,29,30,31,32
PP1 counter,-1,·,2,0,-4,-1,0,-5
AHR activator,1,1,1,1,2,0,1,-1
PP5 inh,3.3,·,-1.0,3.5,-2.1,-1.1,1.0,-0.7
proCasp7 act,3,3,15,9,2,0,5,2
PAFAH2 inh,5,-1,-1,0,-7,·,0,-5
procasp3 activ,2,1,3,4,0,4,10,1
core dimer inh,-9,·,5,-2,-4,9,2,0
TPT1 inh,-5,·,-1,1,-1,-2,0,-4
CTSL1 counter,-6,·,2,-2,1,0,0,-3

33	Cc1[nH]c2ccc(C(=O)O)cc2c1C
34	COc1ccccc1/C=N/NC(=O)c1ccc(CN2C(=O)c3cccc4cccc2c34)cc1
35	CNC(=O)NC(=O)C(OC(=O)CCNS(=O)(=O)c1ccccc1)c1ccccc1 (stereo not given)
36	CCOc1ccccc1N(CC(=O)Nc1cccnc1)S(C)(=O)=O
37	COc1ccc(NS(=O)(=O)c2ccc(N3CCCC3)c(NC(=S)Nc3ccc(SC(F)F)cc3)c2)cc1
38	COc1cccc(/C=C/C(=O)OCC(=O)Nc2cccc(S(=O)(=O)NC3=NCCCCC3)c2)c1
39	CN(C)CCCNCCNC(=O)/C=N\O
40	O=C(CSc1nnc(C2CC2)n1CC1CCCO1)Nc1cccc(Cl)c1 (stereo not given)
compound no.,33,34,35,36,37,38,39,40
PP1 counter,-2,16*,-2,3,4,·,-2,-1
AHR activator,-1,17,-4,18,0,0,1,11
PP5 inh,1.6,0.7,2.6,1.0,1.9,·,-0.5,1.2
proCasp7 act,-1,3,6,5,-18,2,9,3
PAFAH2 inh,7,-37,12,-9,4,50*,1,-4
procasp3 activ,3,-3,-8,7,-11,9,4,-7
core dimer inh,-5,18,-4,-8,16,·,0,1
TPT1 inh,3,1,-5,-4,-2,·,-2,1
CTSL1 counter,0,18*,-26,8,-3,·,-3,2

41	Cc1csc(NC(=O)CN2C(=O)c3ccccc3C2=O)c1C(N)=O
42	Cc1cc(C)n(CCN(C)C(=O)CCc2nnc(-c3ccc4c(c3)OCO4)o2)n1
43	Cc1nnc2c3ccccc3c(-c3cccs3)nn12
44	COc1ccc(C2C(C(=O)c3ccco3)=C(O)C(=O)N2c2nnc(C)s2)cc1OC (stereo not given)
45	O=C(CN1CCN(S(=O)(=O)c2ccc(Br)cc2)CC1)N/N=C/c1cccs1
46	CCN(C(=O)CN1C(=S)NC(C)(C)CC1C)c1ccc(C)c(C)c1 (stereo not given)
47	O=C1NCCN/C1=C\C(=O)c1ccc(Cl)cc1
48	N#Cc1c(Cl)nc(N/N=C/c2ccccc2)c(Cl)c1Cl
49	COc1ccccc1CNC(=O)c1ccc(OC(C)C)cc1
50	O=C(Nc1ccnn1C1CCN(C(=O)Cc2cccc(Cl)c2)CC1)C1CC1
compound no.,41,42,43,44,45,46,47,48,49,50
PP1 counter,-2,-2,-2,-2,-1,-3,-5,1,0,0
AHR activator,0,6,7,2,4,1,-2,22,14,0
PP5 inh,2.3,1.7,-4.0,1.0,3.2,2.6,-2.0,3.3,-1.0,3.0
proCasp7 act,4,9,9,-43,11,-6,6,12,2,7
PAFAH2 inh,·,4,-5,-6,5,-2,·,0,-11,2
procasp3 activ,2,3,1,-7,7,-5,8,-3,6,2
core dimer inh,2,-2,6,4,-10,-1,0,8,1,2
TPT1 inh,2,1,1,-14,1,-4,-4,5,-1,1
CTSL1 counter,0,-4,-1,2,-3,-3,-2,0,1,2
